Source: PubChem BioAssay
PLC-beta3 inh: inhibitors of human phospholipase C beta3; Q01970; Purified PLC-beta3, fluorogenic substrate, fluorescence; inhibition, % at 12.2 µM; actives 0.18% (n = 370,000); in the data active means inhibition above about 11%;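 further: 0% = median of compound wells on plate and 100% = full blocker control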
Target sequence (Q01970 whole entry, looked up): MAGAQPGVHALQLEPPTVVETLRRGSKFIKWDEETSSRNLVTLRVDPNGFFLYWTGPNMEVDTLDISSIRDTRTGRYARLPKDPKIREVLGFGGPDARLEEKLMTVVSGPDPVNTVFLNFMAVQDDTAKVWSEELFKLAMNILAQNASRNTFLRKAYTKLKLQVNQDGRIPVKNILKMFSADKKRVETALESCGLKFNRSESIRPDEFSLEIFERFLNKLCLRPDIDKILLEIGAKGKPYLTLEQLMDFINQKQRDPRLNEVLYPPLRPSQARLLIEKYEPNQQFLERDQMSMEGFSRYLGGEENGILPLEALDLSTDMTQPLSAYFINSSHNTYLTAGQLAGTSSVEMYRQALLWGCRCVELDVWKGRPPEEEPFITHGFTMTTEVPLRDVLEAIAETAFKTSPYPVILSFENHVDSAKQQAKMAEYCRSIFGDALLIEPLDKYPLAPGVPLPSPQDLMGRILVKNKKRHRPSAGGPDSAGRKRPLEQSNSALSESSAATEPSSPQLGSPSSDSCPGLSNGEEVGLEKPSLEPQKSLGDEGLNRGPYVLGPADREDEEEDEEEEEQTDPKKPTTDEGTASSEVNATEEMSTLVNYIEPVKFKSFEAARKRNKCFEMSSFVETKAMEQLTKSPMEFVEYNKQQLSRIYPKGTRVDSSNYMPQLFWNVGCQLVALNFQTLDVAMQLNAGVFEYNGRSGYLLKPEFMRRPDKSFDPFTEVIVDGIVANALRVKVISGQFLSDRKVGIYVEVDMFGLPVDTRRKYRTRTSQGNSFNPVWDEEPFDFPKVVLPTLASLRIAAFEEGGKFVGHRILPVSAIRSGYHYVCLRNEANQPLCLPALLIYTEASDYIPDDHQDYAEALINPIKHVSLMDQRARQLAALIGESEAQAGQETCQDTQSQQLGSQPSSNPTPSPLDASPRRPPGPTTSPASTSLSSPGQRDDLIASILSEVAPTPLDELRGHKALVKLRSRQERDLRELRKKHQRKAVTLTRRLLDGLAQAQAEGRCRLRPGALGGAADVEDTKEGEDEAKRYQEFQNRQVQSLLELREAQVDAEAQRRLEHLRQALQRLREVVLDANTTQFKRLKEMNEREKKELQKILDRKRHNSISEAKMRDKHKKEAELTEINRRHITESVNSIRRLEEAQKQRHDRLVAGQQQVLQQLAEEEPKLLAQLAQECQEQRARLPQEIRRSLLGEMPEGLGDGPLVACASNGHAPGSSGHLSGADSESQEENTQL
ARFGAP1 inhibitor: rat ARFGAP1 inhibition. Q62848. Arfgap1-stimulated ARF1 GTP hydrolysis, GDP FP detection. inhibition, % at 16.5 µM. actives 0.26% (n = 360,000);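 active means inhibition above a per-plate limit, mean inhibition of low control wells plus 3 SD, cut at about 25% in these data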;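 further: 0% = DMSO wells with enzyme and 100% = wells lacking Arfgap1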
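System: truncated rat Arfgap1 GAP domain / Benchmarks: high control wells lacking Arfgap1, low control full reaction with DMSO / Times: compound-enzyme preincubation 20 min, reaction 120 min, detection 60 min, 25 °C / Repeats: one replicate per compound / Also added: human ARF1(Δ1-17)-GTP substrate / Measured by: Tracer-displacement fluorescence polarization with EDTA stop, 620/688 nm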
DDE Tn7 FP inh: inhibitors of Tn7 peptide binding to human fibrin DD(E) | P02675 | actives 0.13% (n = 370,000) | FP displacement of FITC-Tn7 peptide from fibrin DD(E); 0% = median of compound wells per plate | inhibition, % at 8.3 µM;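 active means inhibition above the mean of compounds falling within the control limits plus 3 SD of them, cut at about 14% in these data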;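 further: 0% = plate median of compound wells and 100% = 10 µM Aha-Tn7 peptide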
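system = human fibrin DD(E) protein | quantity = DD(E) 2 µM final | medium = Tris/NaCl/CaCl2 buffer, pH 7.8 | also added = labelled Tn7 tracer, 0.1 µM | compound dosing = single point at 8.3 µM | timing = compound with protein 10 min, then 3 h after probe, room temperature | signal = FP measurement | benchmarks = Aha-Tn7 high control | repeats = one replicate per compound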
SIAE inh: human SIAE inhibition, primary screen | actives 0.69% (n = 370,000) | AID 1053197 | SIAE FP-Rh probe binding, fluorescence polarization | inhibition, % at 9.66 µM;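 active means inhibition above a cutoff: mean of compounds within the control limits plus 3 SD of those, cut at about 17% in these data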;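 further: 0% = plate median of compound wells and 100% = probe without SIAE protein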
ASAP1 GAP inh: ASAP1 ArfGAP inhibition | Q9ULH1 | ASAP1-stimulated ARF1 GTP hydrolysis, GDP FP detection | inhibition, % at 16.5 µM | actives 0.19% (n = 360,000) | AID 624377; in the data active means inhibition above about 25%;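 further: 0% = vehicle with enzyme and substrate and 100% = no enzyme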
ADAM17 inh: inhibits human ADAM17. actives 0.83% (n = 370,000). AID 720648. inhibition, % at 6.95 µM. recombinant ADAM17, EDANS/DABCYL FRET peptide cleavage. P78536;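 active means inhibition above the mean of compounds lying between control limits plus 3 SD, set per campaign, cut at about 8.5% in these data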;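 further: 0% = DMSO-only wells as the low control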
TDP2 absorb: TDP2 (human) inhibition, absorbance primary screen | O95551 | recombinant TDP2, T5PNP hydrolysis, p-nitrophenol absorbance 415 nm | inhibition, % at 12.8 µM | actives 0.34% (n = 370,000) | AID 720702;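 active means inhibition above the mean of all tested compounds plus 3 SD, set per campaign, cut at about 25% in these data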;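 further: 0% = DMSO with enzyme and 100% = buffer with substrate but no TDP2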
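Evaluation: % inhibition relative to enzyme-containing and enzyme-free wells. Material: recombinant human TDP2. Benchmarks: enzyme-free and DMSO wells. Timing: enzyme reaction with compound for 2 h at 37 °C. Compound dosing: 12.8 µM only. Measured by: p-Nitrophenol epi absorbance. Reagent: T5PNP substrate at 5 mM, a TopII-DNA adduct mimic. Replication: single well per compound.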
PLC-gamma1 inh: inhibitors of human phospholipase C gamma1; P19174; actives 0.84% (n = 370,000); inhibition, % at 12.2 µM; purified PLC-gamma1, fluorogenic substrate, fluorescence; AID 720700; in the data active means inhibition above about 9.5%
Tn6 DDE FP: disrupts Tn6 cyclic peptide binding to fibrin D-Dimer-E complex. Fibrin DD(E) TRITC-Tn6 fluorescence polarization displacement. actives 0.21% (n = 370,000). inhibition, % at 8.3 µM;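 active means inhibition above a per-campaign cutoff: mean of compounds within control limits plus 3 SD, cut at about 15% in these data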;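 further: 0% = median of all compound wells on the plate and 100% = blocking peptide control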
ADAM10 inh: ADAM10 inhibition, QFRET primary screen; inhibition, % at 7 µM; recombinant ADAM10, EDANS/DABCYL FRET peptide cleavage, 3 h; actives 0.62% (n = 370,000); O14672;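 active means inhibition above a per-campaign cutoff equal to the mean of compounds falling between control-based bounds plus 3 SD, cut at about 20% in these data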;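 further: 0% = DMSO wells while the 100% control is not disclosed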
An asterisk follows results filed as active; . = no result given.

Value order: ASAP1 GAP inh | ADAM17 inh | ADAM10 inh | PLC-gamma1 inh | DDE Tn7 FP inh | SIAE inh | Tn6 DDE FP | PLC-beta3 inh | ARFGAP1 inhibitor | TDP2 absorb
C[C@@H]1CN([C@H](C)CO)C(=O)CCCn2nncc2CO[C@@H]1CN(C)C(=O)c1ccncc1
  11 | -1 | -21 | 1 | -6 | 1 | -5 | 0 | 7 | -9
CN(C)CCCN1C(=O)c2cccc3c(Br)ccc(c23)C1=O
  2 | -27 | -73 | -68 | -3 | -4 | -7 | -75 | 14 | -16
COc1ccc(C)cc1NC(=O)Cn1cnc2sc(C)c(S(=O)(=O)N3CCOCC3)c2c1=O
  -10 | -19 | -8 | 3 | -3 | -2 | 2 | 1 | -1 | 4
O=c1ccc(Cl)cn1Cc1ccccc1F
  -4 | -3 | 0 | 0 | -6 | -4 | -6 | 2 | 0 | -12
COCCNC(=O)C1(C)CCCN(C(=O)c2ccccc2OC(F)(F)F)C1 (stereo not drawn)
  -2 | -2 | -2 | 0 | 5 | 4 | 10 | 1 | -4 | 2
CCC(C(=O)Nc1cc(F)ccc1F)n1nc(C)c2c(C)n(-c3ccc(C)cc3)nc2c1=O (stereo not drawn)
  -4 | 0 | -3 | -1 | 1 | -5 | -2 | -6 | -6 | 6
COc1c(C(=O)Nc2ccccc2N2CCOCC2)cc2ccccc2c1Br
  11 | -1 | 1 | -4 | -2 | -2 | -3 | -10 | -1 | -3
Cc1cccc(-c2noc(CCC(=O)NC3CCCCC3)n2)c1
  -3 | -2 | 11 | 4 | 2 | 3 | -2 | 2 | -7 | -3
CCCN1CCN(S(=O)(=O)c2ccc3c(c2)OCCO3)CC1
  -11 | 1 | 2 | 0 | 7 | -16 | 4 | -2 | 0 | -7
CN1CCN(Cc2cc(Cl)c3cccnc3c2OC(=O)c2cccs2)CC1
  -2 | -1 | -6 | -25 | 2 | 3 | 5 | -20 | 9 | -2
Clc1ccc(OCCN2CCN(c3ncnc4sccc34)CC2)cc1
  0 | 0 | 3 | -3 | 2 | 1 | -4 | 0 | 16 | -4
CCc1ccc(N2CC(C(=O)OC)CC2=O)cc1 (stereo not drawn)
  -3 | -2 | -8 | 2 | -2 | -3 | -6 | 2 | 0 | 3
O=C(COC(=O)CCc1c[nH]c2ccccc12)NCc1ccc(Cl)cc1
  -6 | 3 | 6 | 0 | 1 | 1 | 4 | -1 | -3 | 0
COc1cc2ccccc2cc1C(=O)N(CCN(C)C)c1nc2c(F)cccc2s1
  1 | 0 | -8 | 1 | -6 | -2 | -4 | -7 | -2 | -12
COc1cc(-c2nc(-c3ccccc3)c(-c3cc([N+](=O)[O-])ccc3C)[nH]2)cc(OC)c1OC
  -12 | -3 | -1 | 0 | 2 | -2 | -4 | 3 | -6 | 6
CN1CCC(=NNC(=O)C(=O)Nc2ccccc2F)CC1
  -3 | -1 | -1 | 1 | -6 | 8 | -1 | 2 | 9 | 10
COC(=O)c1ccc2nc(C3CCCCC3)c(Cc3cccc(F)c3)n2c1
  7 | -2 | -25 | -14 | -2 | -4 | -6 | -19 | -13 | -5
CCCC(C)NC(=O)COc1ccc(Sc2ccc(OCC(=O)NC(C)CCC)cc2)cc1 (stereo not drawn)
  -5 | -1 | 0 | 1 | 2 | 1 | 4 | 2 | 9 | 1
O=C(Nc1ccccc1C(=O)N/N=C/c1ccc(F)cc1)c1ccccc1Br
  5 | -4 | 4 | -1 | -8 | -22 | -4 | 1 | 2 | 8
Cc1nc(SCCOc2ccccc2)[nH]c(=O)c1Cc1ccccc1
  -13 | -2 | 4 | 0 | -3 | -8 | 5 | 2 | -2 | -2
Cc1ccc2c(c1)C(O)(CC(=O)c1cccnc1)C(=O)N2 (stereo not drawn)
  -7 | -1 | -3 | 0 | 1 | -2 | -6 | 1 | 2 | -12
O=c1[nH]c2ccccc2c(O)c1-[n+]1ccccc1
  -7 | -7 | -3 | 0 | 2 | 4 | 3 | -8 | -5 | 5
Cc1cc(C(=O)OCC(=O)N2CC(C)OC(C)C2)ccc1[N+](=O)[O-] (stereo not drawn)
  -13 | 1 | 1 | 1 | -4 | -1 | 4 | 0 | 12 | -7
O=C(c1ccco1)N1CCCC(Nc2ccc3c(c2)OCCO3)C1 (stereo not drawn)
  3 | 3 | 5 | -2 | 6 | 5 | 1 | -10 | -8 | 2
COc1ccc2sc(-c3ccc(SC)cc3)c(C#CC(C)(C)O)c2c1
  6 | -69 | -205 | -94 | -1 | -5 | -7 | -131 | 5 | 9
O=C(CN(Cc1ccco1)C(=O)c1cccc(F)c1)Nc1ccccc1C(F)(F)F
  -1 | -3 | -9 | 2 | 0 | -2 | 0 | -1 | -1 | 2
CCOC(=O)/C(N=O)=C(\O)C1CCN(C(=O)OCC)CC1
  2 | 0 | -1 | 3 | -2 | 4 | 4 | 1 | 2 | 1
CC(C)(C)C1CCC(C(=O)Nc2cccnc2)CC1 (stereo not drawn)
  -10 | -1 | -1 | 0 | -5 | 3 | -2 | 5 | -2 | -2
O=C(CN1CCSCC1)N/N=C/c1ccc(F)c(F)c1
  3 | -2 | 2 | -1 | -4 | 2 | 4 | 3 | 3 | 10
COCCOC(=O)C1=C(C)NC(=O)NC1c1cccc(F)c1 (stereo not drawn)
  -12 | -1 | -1 | 1 | 1 | 2 | -2 | -3 | 0 | 11
Cc1ccc(S(=O)(=O)Cn2nnnc2C(C(C)C)N2CCN(Cc3ccco3)CC2)cc1 (stereo not drawn)
  16 | -3 | -6 | -5 | -4 | 2 | 0 | 1 | 5 | 1
CCOC(=O)N1CCC(NC(=O)c2ccc(CS(=O)c3cccc(Cl)c3)o2)CC1 (stereo not drawn)
  -3 | -1 | 0 | 1 | 2 | 2 | 5 | 4 | 0 | 12
CN(C)C(=O)NCc1ccc(S(N)(=O)=O)cc1
  3 | -1 | 4 | 1 | 3 | 1 | 5 | 1 | 0 | 4
COc1ccc(C(=O)NC2CCN(C(=S)Nc3ccccc3C)CC2)cc1
  -8 | -5 | -3 | 0 | 5 | 1 | 3 | -1 | 15 | 4
COC(=O)C1CCN(C(=O)COC(=O)c2n[nH]c3ccccc23)CC1
  12 | -1 | -4 | 3 | -8 | -6 | -4 | 2 | 5 | -10
CCc1nc2c(OCC3COc4ccccc4O3)cccn2c1N(C)C(=O)c1cccs1 (stereo not drawn)
  -2 | -2 | -10 | 2 | -2 | 2 | 3 | 2 | 6 | 5
CC1(C)CC(=O)C(C2=NC3(CCCCCC3)Cc3ccccc32)=C(O)C1
  -11 | 7 | 10 | 10* | -1 | 0 | -5 | 2 | -1 | -17
Cc1cccc(C)c1NC(=O)C(NC(=O)c1ccccn1)c1ccc([N+](=O)[O-])cc1 (stereo not drawn)
  9 | -1 | -3 | 4 | -2 | -4 | -3 | 1 | 13 | -11
CC1CCCCN1CCCn1c(=S)[nH]c2ccccc2c1=O (stereo not drawn)
  -4 | -20 | -3 | 3 | -5 | -1 | -2 | 0 | 3 | -2
COc1ccc(C2=Nc3ccc(C)cc3C(c3ccccc3)N2CC(=O)NN)cc1 (stereo not drawn)
  -2 | -3 | -1 | -8 | 5 | 2 | -9 | -4 | 16 | -1
O=C(Cn1c(-c2cncs2)nc2ccccc21)NC1CCCCC1
  . | 2 | -7 | 1 | -12 | 0 | 0 | 2 | . | -5
CC(C(=O)NC1CCCC1)N(C(=O)c1ccc(-c2ccccc2)[nH]1)c1ccccc1F (stereo not drawn)
  3 | 2 | 4 | -20 | 3 | -8 | 0 | -22 | 2 | -9
COc1cccc(NC(=O)c2ccc(S(=O)(=O)NCc3cccnc3)cc2)c1
  4 | -2 | -5 | 1 | -4 | -11 | -2 | -7 | -9 | 10
CC(=O)C(Sc1nccc(-c2cccs2)n1)C(C)=O
  10 | -2 | -4 | -3 | 0 | 1 | 3 | -8 | 8 | 15
CCN=c1scc(-c2ccc(F)cc2)n1/N=C/c1ccccn1
  2 | 0 | -4 | -36 | -11 | 7 | 5 | -56 | 3 | -3
CCOc1ccc(C(=O)CCC(=O)NCC(=O)OCc2ccccc2)cc1OCC
  -3 | 2 | -10 | -4 | 0 | 3 | -2 | -22 | 10 | -9
COCc1ccc(-c2c(-c3ccccc3OC)sc3cc4c(cc23)OCO4)cc1
  -2 | 0 | -5 | -4 | 8 | 1 | 0 | -9 | -3 | -7
COc1ccc(C2c3ccsc3CCN2C(C)=O)cc1 (stereo not drawn)
  -12 | -1 | -8 | -1 | 4 | 3 | 1 | -7 | 4 | 5

Reformatted as labelled records: three of the compounds above.
> COc1cccc(NC(=O)c2ccc(S(=O)(=O)NCc3cccnc3)cc2)c1
- ASAP1 GAP inh: 4
- ADAM17 inh: -2
- ADAM10 inh: -5
- PLC-gamma1 inh: 1
- DDE Tn7 FP inh: -4
- SIAE inh: -11
- Tn6 DDE FP: -2
- PLC-beta3 inh: -7
- ARFGAP1 inhibitor: -9
- TDP2 absorb: 10
> CC(C(=O)NC1CCCC1)N(C(=O)c1ccc(-c2ccccc2)[nH]1)c1ccccc1F (stereo not drawn)
- ASAP1 GAP inh: 3
- ADAM17 inh: 2
- ADAM10 inh: 4
- PLC-gamma1 inh: -20
- DDE Tn7 FP inh: 3
- SIAE inh: -8
- Tn6 DDE FP: 0
- PLC-beta3 inh: -22
- ARFGAP1 inhibitor: 2
- TDP2 absorb: -9
> CCN=c1scc(-c2ccc(F)cc2)n1/N=C/c1ccccn1
- ASAP1 GAP inh: 2
- ADAM17 inh: 0
- ADAM10 inh: -4
- PLC-gamma1 inh: -36
- DDE Tn7 FP inh: -11
- SIAE inh: 7
- Tn6 DDE FP: 5
- PLC-beta3 inh: -56
- ARFGAP1 inhibitor: 3
- TDP2 absorb: -3

An excerpt from above in order of molecular weight, ascending:
Value order: ASAP1 GAP inh | ADAM17 inh | ADAM10 inh | PLC-gamma1 inh | DDE Tn7 FP inh | SIAE inh | Tn6 DDE FP | PLC-beta3 inh | ARFGAP1 inhibitor | TDP2 absorb
Cc1nc(SCCOc2ccccc2)[nH]c(=O)c1Cc1ccccc1
  -13 | -2 | 4 | 0 | -3 | -8 | 5 | 2 | -2 | -2
COC(=O)c1ccc2nc(C3CCCCC3)c(Cc3cccc(F)c3)n2c1
  7 | -2 | -25 | -14 | -2 | -4 | -6 | -19 | -13 | -5
CN1CCN(Cc2cc(Cl)c3cccnc3c2OC(=O)c2cccs2)CC1
  -2 | -1 | -6 | -25 | 2 | 3 | 5 | -20 | 9 | -2
